ARNT-TACC3 inh = disrupts binding between human ARNT and TACC3; AlphaScreen His-ARNT PAS-B/GST-TACC3 binding, luminescence; TACC3 fragment carries E629A point mutation; inhibition, % at 9.99 µM; actives 0.66% (n = 390,000); AID 623870;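 active = mean inhibition of replicates at least 50% and at least half of replicates each reaching 50%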;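 note: 0% = complete ARNT plus TACC3 wells and 100% = ARNT alone without TACC3; many hits fall short of the cut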
* = called active by the depositor.

SMILES	ARNT-TACC3 inh
CCS(=O)(=O)NCC(c1cccnc1)N1CCN(c2ccc(F)cc2)CC1 (centres undefined)	-3
COc1ccc(NC(=O)/C(Cl)=C(/Cl)S(=O)Cc2ccccc2Cl)cn1 (centres undefined)	-3
CC(Sc1nc(-c2ccc(F)cc2)cs1)C(=O)Nc1ccc(Cl)cn1 (centres undefined)	0
Cc1sc2nc(COC(=O)c3ccc(N4CCCC4)c([N+](=O)[O-])c3)[nH]c(=O)c2c1C	-4
COc1ccc(C2Nc3ccccc3C(=O)N2O)cc1CN1CCOCC1 (centres undefined)	6
CCCC(=O)NC(Nc1cc(C(F)(F)F)ccc1Cl)C(Cl)(Cl)Cl (centres undefined)	-2
CCOc1ccc(CCNC(=O)Cn2cccc2C(=O)c2ccccc2)cc1OCC	-1
CCN1C(c2ccccc2)=C(c2ccccc2)S/C1=C\C=C1/SC(=S)N(C)C1=O	9
O=C(Nc1cccc(S(=O)(=O)Nc2ccccc2Cl)c1)c1ccc(N2CCCC2)c([N+](=O)[O-])c1	-6
COc1ccc(/C=C2/C(=O)OCc3cc(OC)c(OC)cc32)c(OC)c1	3
C/C(N)=C(/C#N)C(=O)CSc1ncnc2ccccc12	-1
O=C(NNC(=O)c1cc(-c2ccc(Cl)c(Cl)c2)nc2ccccc12)Nc1ccccc1	-5
COc1ccc(NC(=O)Cc2c(SC)c3ccccc3n2Cc2ccccc2)cc1	-21
CCOC(=O)C(C)Sc1nc2c(c(=O)[nH]c(=O)n2C)n1C/C=C(/C)Cl (centres undefined)	-15
CN1CCN(NC(=S)NC2CCCCC2)CC1	-2
COc1cc(OC)cc(C(=O)NNC(=O)c2ccccc2Br)c1	-3
O=C(Nc1cccc(S(=O)(=O)NC2=NCCCCC2)c1)c1cc(-c2ccccc2Cl)nc2ccccc12	-4
CN(c1ccccc1)S(=O)(=O)c1cccc(NC(=O)CSc2ncn[nH]2)c1	29
COc1ccc(CCN2C(=O)C3C4CC(C5C(C(=O)N/N=C\c6ccc(Cl)cc6)=NOC45)C3C2=O)cc1OC (centres undefined)	9
CCOC(=O)CC(=O)CSCC(=O)Nc1ccc(C)cc1	-10

Four records picked at random from those above:
SMILES	ARNT-TACC3 inh
CN(c1ccccc1)S(=O)(=O)c1cccc(NC(=O)CSc2ncn[nH]2)c1	29
O=C(NNC(=O)c1cc(-c2ccc(Cl)c(Cl)c2)nc2ccccc12)Nc1ccccc1	-5
CC(Sc1nc(-c2ccc(F)cc2)cs1)C(=O)Nc1ccc(Cl)cn1 (centres undefined)	0
CN1CCN(NC(=S)NC2CCCCC2)CC1	-2

Remaining list, next part.
SMILES	ARNT-TACC3 inh
Cc1ccc(NCC(=O)N/N=C/c2c[nH]c3ccccc23)cc1	3
CCSc1nnc(NC(=O)Cc2ccc(OC)c(OC)c2)s1	-3
O=C(Nc1nnc(-c2ccc(Cl)cc2)o1)Nc1ccccc1Cl	3
Cc1ccc(SCc2cc(-c3ccc(Cl)cc3)no2)cc1	-10
CCOC(=O)C1=C(C)NC(=O)NC1c1c(C)nn(-c2ccccc2)c1Cl (centres undefined)	-22
COC(=O)c1cnn(C(=O)c2ccccc2Br)c1N	-2
COc1ccc(CC(=O)NCCN2CCCC2)cc1	5
CNc1nc(C)c(C(=O)c2ccc(Cl)cc2)s1	9
Cc1sc(NC(=O)c2ccccc2)c(C(c2ccccn2)N2CCN(CCO)CC2)c1C (centres undefined)	10
CC(C)(C)NC(=O)c1cc([N+](=O)[O-])ccc1N1CCCCC1	-1
O=C(NC1(O)C(=O)c2ccccc2C1=O)c1ccccc1	16
COc1ccc(CC(=O)N2N=C(C)CC2(O)C(F)(F)F)cc1 (centres undefined)	-2
Cc1cc(C)c(COc2ccc(/C=N/n3c(C)n[nH]c3=S)cc2)c(C)c1	-1
COc1ccc(C(=O)C[n+]2cccc(C)c2)cc1	-3
c1ccc(NCC2OCc3ccccc3CO2)cc1	-7
Cc1ccc(Sc2nnc(-c3ccccc3)cc2C#N)cc1	-1
CC1(C)CC2(CC(c3cccs3)c3cc(Cl)c(O)cc3O2)NC(=S)N1 (centres undefined)	9
CCCCC(=O)N=c1sc2cc(S(C)(=O)=O)ccc2n1C	-4
CCOC(=O)c1cnc(SCC)[nH]c1=O	-9
CCOC(=O)C1CCN(C(=O)CC(C)c2ccccc2)CC1 (centres undefined)	-12
COc1cccc(C2CC3(CC(C)(C)NC(=S)N3)Oc3cc(O)ccc32)c1 (centres undefined)	0
O=C(CCn1ccc2ccccc21)NC1CCCc2ccccc21 (centres undefined)	-2
COc1ccc(C(C(=O)NC2CCCCC2)N(C(=O)c2sc(C)nc2C)c2ccc(C(C)=O)cc2)cc1 (centres undefined)	1
CCOc1cccc(CNc2ccc(O)cc2)c1OCc1ccc(Cl)cc1	17
CC(=O)NNC(=S)NC(=O)c1cccc([N+](=O)[O-])c1	35
COc1ccc(-c2ccnc3nc(-n4cccc4)nn23)cc1	-3
Cc1ccc(-n2c(O)c(C=Nc3ccc4c(c3)OCO4)c3ccccc3c2=O)cc1C	-11
COc1ccccc1/C=C/C(C)=O	-9
CCN(CC)S(=O)(=O)c1ccc(NCC2COc3ccccc3O2)c([N+](=O)[O-])c1 (centres undefined)	0
O=C(NC1CCCCC1)c1cc([N+](=O)[O-])ccc1N1CCOCC1	-4
O=[N+]([O-])c1ccc(N2CCN(CCO)CC2)cc1NCc1ccco1	-6
CCCC1(CCC)NC(=O)N(CC(=O)Nc2ccccc2OC)C1=O	-2
COc1cc(/C=N/NC(=O)c2ccncc2)ccc1OCCN1CCCCC1	-13
Cc1cccc(NC(=O)C2CCCN2/C=C/C(=O)C(F)(F)F)c1C (centres undefined)	-15
O=c1[nH]c(CN2CCCCC2)nc2ccccc12	-8
Cc1cccc(CCNC(=O)C2CCN(S(=O)(=O)c3c(C)noc3C)CC2)c1	3
CCOc1ccccc1N(CC(=O)NCC1CCCO1)C(=O)CCC(=O)Nc1ccccn1 (centres undefined)	-20
O=C1c2ccsc2SCCN1Cc1cccc(Cl)c1	-3
O=C(NC1CCc2ccccc21)C1CCN(S(=O)(=O)c2ccc(Cl)cc2)CC1 (centres undefined)	-8
Cc1ccc(F)cc1NC(=O)c1ccc(NS(=O)(=O)c2ccc(Br)s2)cc1	-1
COc1ccc(/C=C/C(=O)c2ccc(NC(=O)c3cccs3)cc2)cc1OC	-5
Cc1cc(C)c2c(-n3cccc3)c(C(=O)NNS(=O)(=O)c3ccc(Cl)cc3)sc2n1	-3
COc1ccc(Cl)cc1NC(=S)N1CCN(c2ccccn2)CC1	-2
CC(C)CC(C(=O)O)N1C(=O)C2C3CC(C2C1=O)C1C(c2ccccc2)c2sc(=O)[nH]c2SC31 (centres undefined)	2
COc1ccccc1NC(=O)CN1CCN(S(=O)(=O)c2ccc(Br)cc2)CC1	-5
CCOC(=O)C1=C(C)OC(N)=C(C#N)C1c1cncc(-c2ccc(F)cc2)c1 (centres undefined)	-1
CC(C(=O)Nc1ccc2c(c1)OCCO2)N1CCN(C(=O)c2ccco2)CC1 (centres undefined)	3
Cc1cc(C)nc(-n2nc(C)cc2Nc2ccccc2)n1	11
Clc1ccc(OCc2nn3c(-c4ccncc4)nnc3s2)cc1	-17
Cc1ccccc1NC(=O)CN1CCC(NC(=O)Nc2ccccc2)CC1	-3
Cc1oc(-c2ccccc2)cc1C(=O)Nc1ccc(N(C)C)cc1	2
Cc1ccccc1CSc1nnc(NC(=O)Cc2cccs2)s1	-7
COc1cccc(/C=N/NC(=O)CN(C2=NS(=O)(=O)c3ccccc32)c2ccccc2)c1	-6
O=C1CCCc2nc(N3CCN(C(c4ccccc4)c4ccccc4)CC3)ncc21	-4
O=C(Nc1cccc(-c2nc3ccccc3s2)c1)C1=COCCO1	5
Cc1ccc2nc(C)c(C(=O)N/N=C/c3cccc([N+](=O)[O-])c3)cc2c1	-2
CCOC(=O)c1c(C)[nH]c(C(=O)C(C)Sc2ccc(Cl)cc2)c1C (centres undefined)	-3
CCc1ccc2c(CC(=O)Nc3nnc(C4CC4)s3)coc2c1	13
CCOC(=O)c1cc2cc([N+](=O)[O-])cc(OC)c2oc1=O	-2
CCOc1ccc(S(=O)(=O)N(C)c2ccc(OCC(=O)Nc3nc4ccccc4s3)cc2)cc1	0

In the list so far, seven contain fluorine:
SMILES	ARNT-TACC3 inh
CCS(=O)(=O)NCC(c1cccnc1)N1CCN(c2ccc(F)cc2)CC1 (centres undefined)	-3
CC(Sc1nc(-c2ccc(F)cc2)cs1)C(=O)Nc1ccc(Cl)cn1 (centres undefined)	0
CCCC(=O)NC(Nc1cc(C(F)(F)F)ccc1Cl)C(Cl)(Cl)Cl (centres undefined)	-2
COc1ccc(CC(=O)N2N=C(C)CC2(O)C(F)(F)F)cc1 (centres undefined)	-2
Cc1cccc(NC(=O)C2CCCN2/C=C/C(=O)C(F)(F)F)c1C (centres undefined)	-15
Cc1ccc(F)cc1NC(=O)c1ccc(NS(=O)(=O)c2ccc(Br)s2)cc1	-1
CCOC(=O)C1=C(C)OC(N)=C(C#N)C1c1cncc(-c2ccc(F)cc2)c1 (centres undefined)	-1

Remaining list, next part.
SMILES	ARNT-TACC3 inh
CC(=O)c1ccc(OC(=O)N(c2ccccc2)c2ccccc2)cc1	-6
Cc1ccc(C)c(NC(=O)Cc2csc(-c3ccccc3)n2)c1	3
CCOc1cc(C2C3=C(CCCC3=O)Nc3nc(C(=O)OC)nn32)ccc1OC (centres undefined)	-2
Cc1cccc(/C=N/c2sc3c(c2C#N)CCN(Cc2ccccc2)C3)c1O	2
Cc1ccc(S(=O)(=O)C(C#N)c2nc3ccccc3nc2N2CCCC2)cc1 (centres undefined)	2
O=C(O)c1c[nH]c2cc(C(F)(F)F)ccc2c1=O	-2
BrCCOCCOc1ccc2ccccc2c1	-10
CSCCOC(=O)COc1ccc(/C=N/NC(=O)c2nn(C)cc2Cl)cc1	-4
COc1ccc(CN2CC(C(=O)NCCCN3CCN(Cc4ccccc4)CC3)CC2=O)cc1 (centres undefined)	1
C/C(=N\NC(=O)C(=O)Nc1ccc(C)c(Cl)c1)c1ccncc1	-2
O=C(COC(=O)c1ccc(Cl)nc1)NCc1ccc2c(c1)OCO2	-1
COc1ccc(/C=C2\COc3ccccc3C2=O)cc1OC	1
O=S(=O)(Nc1nc2ccccc2nc1NCCN1CCOCC1)c1cccc(Cl)c1	7
COc1cc(NC(=S)N2CCN(Cc3ccccc3)CC2)cc(OC)c1	-4
N=C(N)N=Nc1c(O)[nH]c2ccc(Br)cc12	31
Cc1ccc(S(=O)(=O)NN=C2C3CC4CC(C3)CC2C4)cc1[N+](=O)[O-]	28
CCCN1C(=O)/C(=N\OCC(=O)NCC(F)(F)F)c2ccccc21	0
O=S(=O)(c1ccc(NC(=S)NCc2ccco2)cc1)N1CCCC1	14
CSc1cc(-c2ccccc2)n(Cc2c(Cl)cccc2Cl)c(=O)c1C#N	-5
N#Cc1cnn(-c2nc3sc4c(c3c(=O)[nH]2)CCCC4)c1N	1
CC1=CC(=NOC(=O)c2cccc([N+](=O)[O-])c2)C=C(C)C1=O	0
COC(=O)CSC1=NS(=O)(=O)c2ccccc21	-1

A portion of the library. The share of hits here may be higher or lower than overall.
